# Screening data deposited in PubChem by several laboratories.
# FLuc act counter = firefly luciferase counter-screen for stimulation assays; 200,000 tested, under 10 active; ATPlite luciferase biochemical, luminescence, 10 min; 0 = ATP-free wells, 1 = DMSO control; activation factor at 10 µM;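 active means luciferase activation factor, scaled between plate controls, of at least 2 with compound at 10 µM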
#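 Material: Luciferase/luciferin reagent mix | Doses: Test compounds dosed from 2 mM stocks in 100% DMSO | Timing: 10 min incubation after luciferase reagent addition, room temperature | Measured by: Luminescence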
# FLuc inh counter = counter-screen for luciferase assay inhibitors: firefly luciferase inhibition | ATPLite firefly luciferase biochemical luminescence, 10 min | 1.5% of 200,000 active | P08659 | inhibition, % at 10 µM;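 active means inhibition above about 50% when tested at 10 µM, limit read from the data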
# NF-kB neuron act = raises NF-kB expression in human neuronal cells; fold change at 12.5 µM; NF-kB reporter expression; stronger effect = higher value; AID 1239; 1.6% of 190,000 active; in the data active means fold change above about 3.3
# Diaph inh CS = counter-screen for diaphorase-based assays: diaphorase inhibitors and chemical oxidizers; diaphorase resazurin-to-resorufin fluorescence, NADH, 16 min; bacterial (C. kluyveri) enzyme, not human; inhibition, % at 20 µM; 0.69% of 190,000 active;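 active means primary screen inhibition at 20 µM above a set limit, cut at about 50% in these data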;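 further: plate controls were DMSO with full reaction for no effect and wells lacking NADH for full effect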
#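 Detection: fluorescence of resorufin formed from resazurin, Ex 544/Em 590 nm; test system: Clostridium kluyveri diaphorase enzyme; amount: 0.14 U/mL diaphorase, enzyme working solution; times: 16-min room-temperature incubation before reading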
# APP 5'UTR act = APP 5'UTR luciferase reporter activation; SH-SY5Y APP 5'UTR luciferase reporter, luminescence; zero percent = DMSO vehicle wells; activation, % at 2 µM; 1% of 190,000 active; AID 1276;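 active means activation above a set limit, based on mean plus 3 SD of controls, cut at about 140% in these data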; further: values of inactives mirror those of a sister screen read the other way
# G6PDH counter = L. mesenteroides G6PDH inhibition counter-screen | Purified L. mesenteroides G6PDH, diaphorase/resazurin coupled fluorescence, 45 min | inhibition, % at 5 µM | 0.12% of 200,000 active | AID 1020; in the data active means inhibition above about 50%
# TLR4-MyD88 BLA = blocks binding of human TLR4 to MyD88; O00206+Q99836; HeLa CL3-4 TLR4/MyD88 BLA complementation, FRET ratio; inhibition, % at 8.4 µM; 0.18% of 200,000 active; AID 861; in the data active means inhibition above about 25%;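 further: 0% = vehicle and 100% = reference inhibitor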
# Target sequence (O00206 whole entry, looked up): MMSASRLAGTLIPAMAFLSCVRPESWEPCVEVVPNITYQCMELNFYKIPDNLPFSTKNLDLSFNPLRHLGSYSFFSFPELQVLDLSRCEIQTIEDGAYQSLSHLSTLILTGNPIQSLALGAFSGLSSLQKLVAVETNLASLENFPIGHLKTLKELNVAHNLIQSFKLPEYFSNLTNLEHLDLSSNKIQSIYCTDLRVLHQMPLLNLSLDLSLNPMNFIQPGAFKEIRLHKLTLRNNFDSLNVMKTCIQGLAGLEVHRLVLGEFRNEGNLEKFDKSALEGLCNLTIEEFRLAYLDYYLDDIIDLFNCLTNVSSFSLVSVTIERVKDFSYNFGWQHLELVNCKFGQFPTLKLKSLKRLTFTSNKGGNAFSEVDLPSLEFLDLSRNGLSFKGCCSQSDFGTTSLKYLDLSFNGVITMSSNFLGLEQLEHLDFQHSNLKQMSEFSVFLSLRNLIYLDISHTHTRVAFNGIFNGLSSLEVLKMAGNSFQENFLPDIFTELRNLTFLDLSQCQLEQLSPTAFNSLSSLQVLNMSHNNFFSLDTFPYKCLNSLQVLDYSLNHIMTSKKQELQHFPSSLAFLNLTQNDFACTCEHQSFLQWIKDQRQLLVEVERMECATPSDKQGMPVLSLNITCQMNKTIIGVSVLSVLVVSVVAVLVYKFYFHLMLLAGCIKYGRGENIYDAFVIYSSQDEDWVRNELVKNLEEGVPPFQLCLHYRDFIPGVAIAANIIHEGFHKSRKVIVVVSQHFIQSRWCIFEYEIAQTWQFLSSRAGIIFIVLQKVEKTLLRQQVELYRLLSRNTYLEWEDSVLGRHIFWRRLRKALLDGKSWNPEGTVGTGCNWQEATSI
# Target sequence (Q99836 whole entry, looked up): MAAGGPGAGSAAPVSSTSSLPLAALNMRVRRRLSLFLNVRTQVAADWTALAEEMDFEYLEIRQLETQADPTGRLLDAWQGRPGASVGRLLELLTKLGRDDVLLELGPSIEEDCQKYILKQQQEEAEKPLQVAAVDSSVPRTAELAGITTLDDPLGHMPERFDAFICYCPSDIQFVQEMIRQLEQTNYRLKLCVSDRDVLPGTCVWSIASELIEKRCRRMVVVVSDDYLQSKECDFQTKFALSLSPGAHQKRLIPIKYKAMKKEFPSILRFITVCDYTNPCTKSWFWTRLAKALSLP
# Diaph act CS = activates diaphorase or chemically reduces, flagging diaphorase assay artifacts | 0.005% of 190,000 active | Diaphorase/resazurin coupled assay, resorufin fluorescence, 16 min; stronger effect = higher value; 1 = vehicle wells, 0 = NADH-free wells | activation factor at 20 µM;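 active means diaphorase activity raised at least twofold by the compound at 20 µM; inactive means activation factor below 2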
#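 Measured by – red resorufin fluorescence at 544/590 nm excitation/emission · Test system – Clostridium kluyveri diaphorase, purified enzyme · Incubation – reaction time 16 min, room temperature · Buffer or medium – 50 mM HEPES pH 7.4 with 4.542 mM MgCl2, 0.005% Tween 20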
# APP transl inh = APP translation inhibition. AID 1285. SH-SY5Y APP 5'UTR-luciferase reporter, luminescence. 0.82% of 190,000 active. inhibition, % at 2 µM;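 active means inhibition above a set limit, derived from the sample mean plus 3 SD, cut at about 45% in these data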; further: values of inactives mirror those of a sister screen read the other way
# STAT1 act = activators of IFN-gamma induced STAT1 signaling; 2.6% of 200,000 active; activation (% of control), % at 5.5 µM; NIH 3T3 STAT1-luciferase reporter, luminescence; 100% = IFN-gamma alone, no compound;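 active means activation above the screen-wide mean activation plus 3 SD, cut at about 130% in these data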;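 further: raw ratio to IFN-gamma control signal so 100% means no change and 0% no light; values of inactives mirror those of a sister screen read the other way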
# Active calls of the source: *; . = no result given.
Structure	STAT1 act	G6PDH counter	FLuc act counter	Diaph act CS	TLR4-MyD88 BLA	FLuc inh counter	Diaph inh CS	NF-kB neuron act	APP 5'UTR act	APP transl inh
O=C(NC1CCCC1)C(c1ccncc1)N(CCCN1CCOCC1)C(=O)c1ccc(-c2ccccc2)[nH]1 (stereo unspecified)	95	0	1	1	11	-3	2	1.3	-11	11
Cc1ccc(NC(=O)/C(=C\C=C\c2ccccc2)NC(=O)c2ccccc2)cc1	104	-20	0.9	0.8	-11	9	21	1.2	11	-11
Cc1ccc(C)c(-c2cc(C(=O)Nc3cccc(C(=O)O)c3)c3ccccc3n2)c1	101	3	1	0.7	7	-4	25	1.2	7	-7
O=C(CNC(=S)N(Cc1ccccc1F)C1CCCCC1)NCCN1CCOCC1	108	9	1	1.1	1	-2	-9	1.4	3	-3
N#CCC(=O)Nc1ccc(C(=O)NCc2ccccn2)cc1	108	4	1.1	1	-4	-10	-1	1.2	30	-30
CCOC(=O)c1cnc2c(cnn2C)c1NCCC#N	108	12	1	0.9	-1	-4	12	1.3	-7	7
CCOc1ccc(NC(=O)Nc2ccc(N(C)C(C)=O)cc2)cc1	97	-2	1.1	0.9	-6	-5	11	0.66	2	-2
Cc1ccc(NC(=O)COc2ccc(/C=C3/SC(=Nc4ccccc4)N(Cc4cccnc4)C3=O)cc2)cc1	102	-3	1	1.1	13	1	-7	1.1	-13	13

# Record cards, as listed above. Screens in order: STAT1 act | G6PDH counter | FLuc act counter | Diaph act CS | TLR4-MyD88 BLA | FLuc inh counter | Diaph inh CS | NF-kB neuron act | APP 5'UTR act | APP transl inh
# Cc1ccc(NC(=O)COc2ccc(/C=C3/SC(=Nc4ccccc4)N(Cc4cccnc4)C3=O)cc2)cc1 across the screens: 102 | -3 | 1 | 1.1 | 13 | 1 | -7 | 1.1 | -13 | 13
# O=C(CNC(=S)N(Cc1ccccc1F)C1CCCCC1)NCCN1CCOCC1 across the screens: 108 | 9 | 1 | 1.1 | 1 | -2 | -9 | 1.4 | 3 | -3

# Other records follow.
Structure	STAT1 act	G6PDH counter	FLuc act counter	Diaph act CS	TLR4-MyD88 BLA	FLuc inh counter	Diaph inh CS	NF-kB neuron act	APP 5'UTR act	APP transl inh
COc1cccc(Nc2nc(-c3ccc(O)cc3)cs2)c1	120	18	1	0.7	10	0	28	3.9*	34	-34
COc1ccc(N2C(=O)/C(=C/c3ccc([N+](=O)[O-])cc3)N=C2C)c(OC)c1	99	-5	1.1	0.9	7	-11	9	1.4	-1	1
O=S(=O)(NC1CCCC1)c1ccc(Br)s1	101	10	1	0.9	-9	-1	12	0.91	-2	2
O=C(CCc1ccccc1)Nc1cc(C(F)(F)F)ccc1Cl	108	-1	1.1	0.9	-186	-6	13	1	-7	7
CCn1c(SCC(=O)N2CCCC2)nc2c1c(=O)n(C)c(=O)n2C	100	1	1.1	0.8	-12	-6	19	0.88	-5	5
COC(=O)C(C(=O)OC)C(C[N+](=O)[O-])c1ccc(OC)cc1 (stereo unspecified)	95	3	1	0.9	-5	-2	10	1.2	1	-1
CCc1ccc(NC(=O)c2ccc(Cn3cc([N+](=O)[O-])cn3)cc2)cc1	113	10	1	1	-5	1	2	1.2	-22	22
CCOCC(=O)Nc1nnc(COCC)s1	99	0	1.1	1	-1	-8	3	1	-6	6
CS(=O)(=O)N(CC(=O)Nc1ccccc1C(=O)N1CCOCC1)c1ccccc1	101	2	1.1	0.9	-5	-6	10	1.1	-10	10
CCOC(=O)NC1(C(F)(F)F)NC(=O)N(C2CCCCC2)C1=O (stereo unspecified)	98	3	1	1	0	-5	-5	1.1	-1	1
O=C(Nc1cccc(Cl)c1)c1csc(-c2ccccc2)n1	104	-9	1.1	1.1	6	-6	-5	1.3	-1	1
Cc1cccc2cc(C(c3nnnn3CC3CCCO3)N3CCCC4(CCCCC4)C3)c(=O)[nH]c12 (stereo unspecified)	100	6	0.9	0.7	-11	6	31	1.1	3	-3
COc1ccc(OC)c(Cc2nnc(CCC(=O)NC3CCCCCCC3)o2)c1	124	7	1	0.9	-4	-4	10	1.9	-4	4
CCn1cc([N+](=O)[O-])c(C(=O)N2N=C(c3ccc(OC)cc3OC)CC2c2ccccc2O)n1 (stereo unspecified)	102	8	0.9	0.9	-1	9	8	0.73	-4	4
COC(=O)C1CCN(S(=O)(=O)Cc2ccccc2)CC1	102	-3	1.1	0.9	9	-5	12	0.94	6	-6
O=C(OCn1ncc(Cl)c(Cl)c1=O)c1ccccc1Cl	104	2	1.1	0.9	16	-7	12	0.14	-87	87*
CC1CCCC(C)N1c1nnc(NC(=O)c2cc(-c3ccc(Br)cc3)on2)s1 (stereo unspecified)	92	-2	1	0.7	-2	-4	31	1.4	15	-15
CCn1cc(Cl)c(C(=O)Nc2ccccc2C(N)=O)n1	105	-3	0.9	0.9	-8	7	11	1.8	22	-22
O=C(COC(=O)CCc1nc2ccccc2n1-c1ccccc1)Nc1cccc(Cl)c1	106	1	1.1	0.7	-8	-7	31	1.2	.	.
COc1ccc(C)cc1NC(=O)C1CCCN(S(=O)(=O)c2cnc[nH]2)C1 (stereo unspecified)	100	-3	1	1	-1	-4	-2	1	-10	10
CCCOC(=O)c1ccc(NC(=O)C(CC)CC)cc1	112	14	0.9	0.9	-2	5	11	1.6	22	-22
Cc1oc(-c2ccc(F)cc2)cc1-c1nn2c(-c3ccoc3C)nnc2s1	.	7	1	0.4	.	-5	58*	.	.	.
CN1CCN(NC(=O)CN2C(=O)S/C(=C\c3c(Cl)cccc3Cl)C2=O)CC1	94	19	1	1	7	4	-3	0.93	25	-25
COc1ccc2cc(C(c3nnnn3C3CCCC3)N3CCCCCC3)c3nnnn3c2c1 (stereo unspecified)	101	12	1.1	1	-8	-10	-1	0.95	-8	8
O=C(CSc1n[nH]c(=O)[nH]c1=O)NC1CC1	95	6	1	1	-6	-3	4	1.3	-1	1
CCOc1cccc(CNc2ccc(O)cc2)c1OCc1ccccc1Cl	99	5	1	0.6	-9	0	43	2.6	.	.
CCN(C(=O)CCS(=O)(=O)c1ccc(Br)cc1)c1ccc2c(c1)OCO2	95	19	1	0.9	3	0	13	1.2	-14	14
O=C(COc1cc(Cl)ccc1Cl)Nc1ccc2c(c1)CCC2	97	10	1	0.9	-3	-4	8	1.4	27	-27
CCc1cccc(CC)c1NC(=O)COC(=O)Cc1ccsc1	104	-4	1	1	-2	0	5	0.92	6	-6
O=C1c2ccccc2C(=O)C1Cc1cccc2ccccc12	102	9	1	0.8	7	-5	17	0.99	-12	12
COc1ccc(Cl)cc1NC(=O)CN(C)C(=O)COc1ccccc1F	95	4	1	1	-2	-4	3	0.81	7	-7
O=S(=O)([N-]c1nc2ccccc2nc1-[n+]1ccc(-c2ccncc2)cc1)c1ccccc1	129*	8	1	0.9	-5	1	7	0.82	75	-75

# Pulled by compound from the list above, 4 records:
Structure	STAT1 act	G6PDH counter	FLuc act counter	Diaph act CS	TLR4-MyD88 BLA	FLuc inh counter	Diaph inh CS	NF-kB neuron act	APP 5'UTR act	APP transl inh
COc1ccc(Cl)cc1NC(=O)CN(C)C(=O)COc1ccccc1F	95	4	1	1	-2	-4	3	0.81	7	-7
O=C(COc1cc(Cl)ccc1Cl)Nc1ccc2c(c1)CCC2	97	10	1	0.9	-3	-4	8	1.4	27	-27
CCN(C(=O)CCS(=O)(=O)c1ccc(Br)cc1)c1ccc2c(c1)OCO2	95	19	1	0.9	3	0	13	1.2	-14	14
CCOc1cccc(CNc2ccc(O)cc2)c1OCc1ccccc1Cl	99	5	1	0.6	-9	0	43	2.6	.	.

# (more compounds)
Structure	STAT1 act	G6PDH counter	FLuc act counter	Diaph act CS	TLR4-MyD88 BLA	FLuc inh counter	Diaph inh CS	NF-kB neuron act	APP 5'UTR act	APP transl inh
CCC(=O)Nc1cccc(-n2nnnc2SCC(=O)NCc2ccco2)c1	98	-5	1	0.9	10	-4	8	0.94	4	-4
CCc1onc(C)c1C(=O)Nc1ccc2c(c1)OCO2	101	-4	1	1	-15	-5	5	1.1	-5	5
CC(C)c1nc(SCC(=O)Nc2cccc(S(N)(=O)=O)c2)n[nH]1	100	-4	1.1	0.9	2	-7	12	0.98	-8	8
COc1ccc(O)c(C(c2c(C)[nH][nH]c2=O)c2c(C)[nH][nH]c2=O)c1	108	21	1.1	0.8	4	-6	21	1.2	-14	14
N#C/C(=C/c1ccc(N2CCCC2)c([N+](=O)[O-])c1)c1nc2ccccc2[nH]1	113	-1	0.9	0.8	-8	14	21	0.51	33	-33
CCOC(=O)N1CCC(N2CC34C=CC(O3)C(C(=O)Nc3ccc(C(C)C)cc3)C4C2=O)CC1 (stereo unspecified)	104	9	1.1	0.7	-20	-7	27	1	1	-1
O=C(COC(=O)CCN1C(=O)c2cccc([N+](=O)[O-])c2C1=O)NCc1ccccc1	99	4	1	1	0	-4	5	1.2	3	-3
C=CCSC(=C(C#N)C#N)c1cc2c([nH]1)CCCC2	95	2	1	0.9	3	0	11	7.3*	16	-16
O=C(Nc1ccc2c(c1)OCO2)Nc1cnccn1	118	-18	0.9	0.8	0	8	21	1.8	20	-20
Cn1cc(SCC(=O)N2CCOCC2)c2ccccc21	98	23	1.1	1.2	0	-7	-18	1.2	8	-8
C/C(=N\NC(=O)c1nonc1N)c1cccs1	120	-7	1	0.9	-11	2	7	1.5	-2	2
COc1cc(S(=O)(=O)NC2CCCC2)ccc1Cl	98	-5	1.1	0.9	-3	-6	12	1.1	-4	4
CS(=O)(=O)Nc1cccc(C2=NN(S(=O)(=O)c3ccc(F)cc3)C(c3cccs3)C2)c1 (stereo unspecified)	99	16	1	0.7	-4	-5	27	0.93	-22	22
Cc1ccc(NCc2nnc(SCCN3CCCCC3)n2CC2CCCO2)cc1Cl (stereo unspecified)	113	2	1.1	0.8	6	-8	16	0.6	-2	2
COC(=O)[C@H](CCSC)NC(=O)N1CCC(C)CC1	101	-1	1	0.9	12	-4	10	1.3	-8	8
O=C(NCC1CCCO1)C1CCN(C2CCN(C(=O)C3CCCCC3)CC2)CC1 (stereo unspecified)	105	19	1.1	0.8	-1	-7	18	1.2	1	-1
CC(NC(=O)Cn1cc2c(n1)CCCCC2)c1ccccc1 (stereo unspecified)	99	-9	1.1	0.8	-3	-7	23	1.1	-7	7
Cc1cc(NC(=O)CNC(=O)C2CCCCC2)no1	108	-4	1.1	0.9	-16	-8	11	1.2	-12	12

# Some of the entries so far, as labelled records:
COc1cc(S(=O)(=O)NC2CCCC2)ccc1Cl
  STAT1 act: 98 | G6PDH counter: -5 | FLuc act counter: 1.1 | Diaph act CS: 0.9 | TLR4-MyD88 BLA: -3 | FLuc inh counter: -6 | Diaph inh CS: 12 | NF-kB neuron act: 1.1 | APP 5'UTR act: -4 | APP transl inh: 4
CS(=O)(=O)Nc1cccc(C2=NN(S(=O)(=O)c3ccc(F)cc3)C(c3cccs3)C2)c1 (stereo unspecified)
  STAT1 act: 99 | G6PDH counter: 16 | FLuc act counter: 1 | Diaph act CS: 0.7 | TLR4-MyD88 BLA: -4 | FLuc inh counter: -5 | Diaph inh CS: 27 | NF-kB neuron act: 0.93 | APP 5'UTR act: -22 | APP transl inh: 22
